OX1R antag-1 – antagonists of human orexin 1 receptor (OX1R); Orexin/Hypocretin receptor type 1 (Homo sapiens), O43613; OX1R-expressing cells, FRET antagonist read-out; inhibition, % at 6.6 µM; hit rate 1.8% among 330,000; AID 485270, 2010; in the data active means inhibition mostly above about 38%, no sharp cut-off; inactive means mostly below about 40%;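 further: 0% = agonist challenge alone and 100% = reference antagonist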
Target sequence (O43613 whole entry, looked up): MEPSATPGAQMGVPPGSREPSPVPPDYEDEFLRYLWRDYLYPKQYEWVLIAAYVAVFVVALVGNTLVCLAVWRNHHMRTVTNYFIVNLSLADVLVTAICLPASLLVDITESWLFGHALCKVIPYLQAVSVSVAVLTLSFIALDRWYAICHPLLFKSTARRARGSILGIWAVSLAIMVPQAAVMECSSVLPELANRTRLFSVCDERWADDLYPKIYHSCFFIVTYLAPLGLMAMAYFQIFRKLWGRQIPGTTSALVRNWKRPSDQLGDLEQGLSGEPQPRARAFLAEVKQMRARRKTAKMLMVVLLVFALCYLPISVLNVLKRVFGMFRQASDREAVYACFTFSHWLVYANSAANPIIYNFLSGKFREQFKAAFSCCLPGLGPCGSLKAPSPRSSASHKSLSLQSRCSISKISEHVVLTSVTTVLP
OX1R antag-2 – OX1R (HCRTR1) antagonists, primary screen, fluorescence, CHO/OX1R cells, Fluo-8 calcium, orexin A | Orexin/Hypocretin receptor type 1 (Homo sapiens), O43613 | Fluo-8 calcium fluorescence | inhibition, % at 5 µM | hit rate 0.43% among 330,000 | AID 434989, 2010;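 active means inhibition above its plate's threshold, mean inhibition of all tested compounds on the plate plus 3 SD, cut at about 37% in these data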;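 further: 0% = orexin A challenge wells and 100% = SB-334867-A antagonist wells; not every result past the cut was called active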
Numbers without * were called inactive.

The opening 2 records as a preview:
Fields – OX1R antag-1	OX1R antag-2
> Cc1ccc(NC(=S)N(CCN2CCOCC2)Cc2ccccc2F)cc1
    8	-39
> COc1cc2[nH]c(C(=O)NCc3ccccc3)cc2c(OC)c1OC
    14	-14

All compounds of this part, repeating the preview:
Fields – OX1R antag-1	OX1R antag-2
> Cc1ccc(NC(=S)N(CCN2CCOCC2)Cc2ccccc2F)cc1
    8	-39
> COc1cc2[nH]c(C(=O)NCc3ccccc3)cc2c(OC)c1OC
    14	-14
> Cc1cc(C)c2oc(C(=O)NCc3ccccc3)cc(=O)c2c1
    4	4
> Cc1ccc(NC(=O)c2ccc3c(c2)OCCO3)cc1
    17	-4
> O=C(N/N=C/c1ccc(OC(=O)c2cccs2)cc1)c1cccc(F)c1
    -2	-12
> Cc1nc2c(cnn2-c2ccccc2Cl)c(=O)n1-c1ccc(N2CCC(C)CC2)cc1
    20	-13
> CCOC(=O)CN(c1ccccn1)S(=O)(=O)c1ccc(OC)cc1
    5	-10
> O=C(NCC(=O)N1CCC2(CC1)NCCc1[nH]cnc12)c1ccc2ccccc2c1
    12	5
> CCOc1ccc(C(c2c(NC(=O)c3ccco3)sc(C)c2C)N2CCOCC2)cc1 (stereo unspecified)
    12	2
> CC(/C=C/c1ccc2c(c1)OCO2)=N\NC(=O)COc1ccccc1C
    8	-18
> COc1ccc(-c2noc(CCCOc3ccccc3)n2)cc1OC
    38	-25
> Cc1cccc(-c2nc(CS(=O)CC(=O)N3CCCCC3)c(C)o2)c1 (stereo unspecified)
    -1	-15
> Cc1cccc(/C=N/n2c(-c3cc(-c4ccccc4)n[nH]3)n[nH]c2=S)c1
    9	-5
> O=C(c1ncn[nH]1)N1CCN(c2nc(-c3ccccc3)cs2)CC1
    29	-12
> Nc1cc(C(F)(F)F)ccc1NCCc1ccccn1
    -1	-33
> COc1ccc([N+](=O)[O-])cc1NC(=O)c1ccc(C)o1
    27	-6
> Cc1cccc2nc(CSc3nc4cc([N+](=O)[O-])ccc4s3)cn12
    39	-18
> CC(CC(=O)Nc1ccccc1)n1ccnc1 (stereo unspecified)
    -2	-16
> CC1(C)C2CCC1(C)C(OC(=O)c1ccc(O)cc1)C2 (stereo unspecified)
    11	29
> Nc1ccc(S(=O)(=O)NC2=NCCCCC2)cc1
    10	-13

The listing continues:
Fields – OX1R antag-1	OX1R antag-2
> COc1ccc(C(=O)NC(=S)N2CCOCC2)cc1Br
    6	-13
> COc1cc(C(=O)n2nc(C)cc2C)ccc1O
    5	-11
> O=C(/C=C/c1ccccc1)OCCN=C1NS(=O)(=O)c2ccccc21
    32	-4
> Cc1ccc2ncnc(NCCCCCC(=O)O)c2c1
    13	-20
> Cc1ccc(C(=O)Nc2ccc(C(=O)N/N=C/c3ccccn3)cc2)cc1
    22	20
> CCN(CC(=O)NCc1cccs1)C(=O)c1cc(S(=O)(=O)N2CCOCC2)ccc1C
    20	-11
> COc1ccc(S(=O)(=O)Nc2ccc(C(N)=O)cc2)cc1C(=O)N1CCCCCC1
    9	-11
> COc1ccc(Cl)cc1NC(=S)NNC(=O)c1cccs1
    16	4
> COc1cc(NC(=O)c2ccco2)c(OC)cc1NC(=O)CCC(=O)Nc1cccc(C)c1C
    16	-25
> Nc1nc(Nc2ccccc2)nc(N2CCCC2)c1[N+](=O)[O-]
    15	-30
> O=S(=O)(Nc1nc2ccccc2s1)c1ccc(Cl)nc1
    24	-16
> Cc1c(C(=O)N(C)Cc2ccccc2)oc2c(Cl)cccc12
    17	-31
> COc1cccc(C(=O)NCC(=O)OCC(=O)Nc2ncc(Cl)cc2Cl)c1
    14	-39
> COc1ccc(NC(=O)CSc2nc3nc(-c4cccs4)cc(C(F)(F)F)c3c(=O)[nH]2)c(OC)c1
    22	-15
> Cc1c(C(=O)NC(=S)NCC(C)C)oc2ccccc12
    12	-9
> O=C(COC(=O)c1ccco1)NCc1ccco1
    5	-20
> Cc1occc1-c1nnc(SCC(=O)c2ccc(F)cc2)o1
    18	-26
> Cc1nc2ccc(Cl)cc2nc1C
    9	3
> CC1CCN(CC(=O)NC(=O)NCc2ccccc2)CC1
    12	-15
> CC(=O)Nc1cccc(NC(=O)CSc2nnc3ccc(-c4cccnc4)nn23)c1
    75*	-8

Sorted by heavy-atom count (high to low): three of the compounds above.
Fields – OX1R antag-1	OX1R antag-2
> CCN(CC(=O)NCc1cccs1)C(=O)c1cc(S(=O)(=O)N2CCOCC2)ccc1C
    20	-11
> Cc1occc1-c1nnc(SCC(=O)c2ccc(F)cc2)o1
    18	-26
> COc1ccc(C(=O)NC(=S)N2CCOCC2)cc1Br
    6	-13

Continuation.
Fields – OX1R antag-1	OX1R antag-2
> CC(=O)c1ccc(-c2cc([C@H]3[C@H]4C=CC[C@@H](C)[C@@H]4C(=O)N3Cc3ccccc3)ccc2F)cc1
    20	-45
> COCCN(C(=O)COC(=O)Cc1c[nH]c2ccccc12)c1c(N)n(Cc2ccccc2)c(=O)[nH]c1=O
    15	-8
> COc1ccc(C2CC(=O)c3c(C)nc(N4CCN(Cc5ccccc5)CC4)nc3C2)cc1OC (stereo unspecified)
    15	-36
> NC(=O)Cn1cc(/C=N\NS(=O)(=O)c2cccc([N+](=O)[O-])c2)c2ccccc21
    -1	-2
> COc1ccc(CN2C3CCCC2CC(NC(=O)/C=C/c2ccccc2)C3)cc1 (stereo unspecified)
    7	-33
> CCOC(=O)N1CCN(C(=O)CCSc2ccccc2)CC1
    11	-18
> O=C(CN1C(=O)NC2NC(=O)NC21)N/N=C/c1ccccc1O (stereo unspecified)
    8	-11
> Cc1noc(C)c1CC(=O)Nc1ccc2c(c1)OCO2
    6	-24
> C1=C(c2ccccc2)N2CCN=C2S1
    0	-4
> COCCNC(=O)CS(=O)Cc1nc(-c2ccc(OC)cc2)oc1C (stereo unspecified)
    5	-5
> C/C=C(/C)C(=O)Nc1cccc(C2=NOC3(C2)C[C@@H](C(N)=O)N(C(=O)[C@H]2CCC(=O)N2)C3)c1 (stereo partly specified)
    10	-8
> CCCC(=O)O[C@@H]1C[C@@H](C)N(C(=O)c2ccccc2)c2ccc(C)cc21
    9	-47
> COc1ccc(C(=O)n2nnc3ccccc32)cc1Br
    4	-8
> O=C(N/N=C/c1ccc(Cl)cc1)c1ccc2c(c1)OCO2
    1	-26
> COc1cc(NC(=O)CN2CCC(C(N)=O)(N3CCCCC3)CC2)c(OC)cc1Cl
    30	-22
> Cc1cc(=O)[nH]c(SCCc2ccccc2)n1
    6	0
> CN1CCN(CCCNC(=O)c2ccc3c(=O)n(CCc4ccccc4)c(=O)[nH]c3c2)CC1
    7	-10
> Cc1ccc(S(=O)(=O)CCC(=O)NCCC2=CCCCC2)cc1
    14	-21
> COc1ccccc1CNC(=O)c1cnn2c(C(F)F)cc(C)nc12
    34	-21
> O=C(NC1CCS(=O)(=O)C1)c1cn(-c2ccccc2)nc1-c1ccccc1 (stereo unspecified)
    6	-16

Following part
Fields – OX1R antag-1	OX1R antag-2
> CC(=O)N/C(=C\c1ccc(F)cc1)C(=O)NC(Cc1ccccc1)C(=O)O (stereo unspecified)
    11	-17
> O=C(COC(=O)c1cncc(Br)c1)Nc1nc(-c2ccc(F)cc2)cs1
    11	0
> CCOC(=O)c1c(O)c2ccccc2oc1=O
    45	8
> COc1ccc(C2C(C#N)=C(N)OC3=C2C(=O)CCC3)cc1OC (stereo unspecified)
    20	-1
> COc1ccc(CNC(=O)CCCn2nc(C)c3c(C)n(-c4ccccc4)nc3c2=O)cc1
    7	-36
> Cc1cc(C)c2nc(-c3ccccn3)cc(C(=O)n3cccn3)c2c1
    14	2
> Cc1cccnc1-n1c(CCN2C(=O)c3ccccc3C2=O)nc2ccccc2c1=O
    92*	25
> CCCC(=O)C1=C(O)C(C(=O)OC)C(C)(C)CC1=Nc1cccc2ccccc12 (stereo unspecified)
    13	-6
> OC(CN1CCOCC1)CN(c1ccccc1)c1ccccc1 (stereo unspecified)
    18	-46
> O=C(NNC(=O)c1ccccc1O)c1ccc(Cl)c(S(=O)(=O)N2CCCCC2)c1
    20	-15
> Cc1cccc(C(=O)NCCC(=O)Nc2ccc(C#N)cc2)c1
    11	-7
> O=C(NCC(=O)N1CCN(C(=O)c2ccco2)CC1)c1ccc(Cl)cc1
    21	-5
> O=C(CSc1nc2ccccc2c(=O)n1-c1ccccc1)N1CCN(CCO)CC1
    8	1
> CCn1nc(NS(=O)(=O)c2ccc([N+](=O)[O-])cc2)c2cc3ccc(C)cc3nc21
    3	-2
> O=C(Nc1ccc(Cl)c(C(F)(F)F)c1)C(=O)N1CCCCC1
    18	10
> COc1cc(C(=O)O)c2c(c1C)OC(=O)c1c(C)cc(O)c(C=O)c1O2
    10	-7
> COCCCNC(=O)/C(C#N)=C/c1ccc(F)cc1
    4	-12
> Cc1cccc(N2CCN(S(=O)(=O)c3c(C)noc3/C=C/N(C)C)CC2)c1C
    9	-15
> CC(=O)Nc1ccc(Nc2cc(C)nc3c(-c4ccccc4)c(C)nn23)cc1
    15	-18
> Cc1cccc(NC(=O)CSc2nnc([C@@H](N)Cc3ccccc3)o2)c1C
    16	-8

No new results follow: entries from further up.
Fields – OX1R antag-1	OX1R antag-2
> CC(=O)Nc1ccc(Nc2cc(C)nc3c(-c4ccccc4)c(C)nn23)cc1
    15	-18
> Cc1cccc(NC(=O)CSc2nnc([C@@H](N)Cc3ccccc3)o2)c1C
    16	-8

Next entries follow.
Fields – OX1R antag-1	OX1R antag-2
> COc1cc(C2C3=C(CC(C)(C)CC3=O)OC(N)=C2[N+](=O)[O-])ccc1O (stereo unspecified)
    8	-6
> Cc1c(C)n2c(SCC(=O)N3CCC(C)CC3)nnc2[nH]c1=O
    1	6
> Cc1cc(C)c2cc(C)c(SCC(=O)NCc3ccco3)nc2c1
    26	-39
> CN(C)c1ccc(NC(=O)CN2CCC(O)(c3ccccc3)CC2)cc1
    -2	-14
> O=C(COc1ccc(Br)cc1Cl)N1CCN(c2ncccn2)CC1
    7	-26
> CCOC(=O)c1cc(-c2ccc(/C=N\n3cnnc3)o2)ccc1Cl
    42	-7
> O=C(c1ccco1)N1CCN(Cc2nnc(-c3ccccc3)o2)CC1
    13	-4
> O=C1CSC(c2ccc(Cl)cc2Cl)N1c1ccccn1 (stereo unspecified)
    12	-1
> O=C(O)CCc1nc2cccnc2n1Cc1ccccc1
    13	-21
> O=C(Cn1c(=O)n(-c2ccc(F)cc2)c(=O)c2sccc21)NC1CCCCC1
    4	-12
> O=C(Cc1c(F)cccc1Cl)NNC(=O)c1ccc(Br)s1
    5	-15
> O=C(NCc1nnc(SCc2ccc(C(F)(F)F)cc2)n1-c1ccccc1)C12CC3CC(CC(C3)C1)C2
    4	-32
> COc1ccc(CNC(=O)CNC(=O)c2ccc(C(C)(C)C)cc2)cc1OC
    -3	-37
> COc1cccc(OC)c1OCCCCn1cnc2ccccc2c1=O
    1	-17
> CCn1ncc(S(=O)(=O)Nc2cc(Cl)ccc2C)c1C
    13	-2
> COc1ccc(-c2nc(-c3cccc(C)c3)nc(N3CCN(C)CC3)c2C#N)cc1
    -2	-23
> NCCSSCCN
    17	-4
> CCOC(=O)C(=CNc1ccc2c(c1)c1ccccc1n2CC)C(=O)OCC
    14	-4
> COC(=O)N/N=C/c1cn(CCCOc2ccccc2)c2ccccc12
    25	-26
> Cn1c(NC(=O)c2cc(-c3ccc4c(c3)OCO4)nc3ccccc23)cc(=O)n(C)c1=O
    19	-24

Next part
Fields – OX1R antag-1	OX1R antag-2
> COc1ccc(N2C(=O)[C@H]3[C@@H](C2=O)C2c4ccccc4C=NN2[C@H]3C(=O)C(C)(C)C)cc1 (stereo partly specified)
    7	-25
> Cc1cc(NC(=O)C(C)SCC(=O)Nc2ccccc2N2CCCCC2)no1 (stereo unspecified)
    27	-28
> COc1ccc(CN2C(=O)c3cccnc3C2=O)cc1S(=O)(=O)N1CCCCC1C (stereo unspecified)
    -3	-19
> COc1ccc(N/N=C(/Oc2ccc([N+](=O)[O-])cc2)C(C)=O)cc1
    6	-16
> Cc1ccc(-n2c(O)c(C=NC3CCS(=O)(=O)C3)c3ccccc3c2=O)c(C)c1 (stereo unspecified)
    17	-26
> CCOC(=O)C1(Cc2ccc(OC)cc2)CCN(C(=O)CN2CCOC2=O)CC1
    0	-7
> CCOc1cccc(C(=O)Nc2ccc3c(c2)OCCO3)c1
    9	-18
> CCN(CC(=O)Nc1c(F)cccc1F)C(=O)c1ccc(N2CCOCC2)c([N+](=O)[O-])c1
    22	-13
> COc1ccc(C(=O)N2CCN(c3ccc(NC(=O)c4ccco4)cc3)CC2)cc1
    18	-15
> CCC(=O)N1CCN(c2ccccc2NC(=O)COc2ccc(C(C)C)cc2)CC1
    33	-12
> COc1cc(C(=S)N2CCOCC2)cc(OC)c1OC(=O)Cc1ccc(F)cc1
    13	-12
> Cc1ccc(Cl)cc1N1CCN(C(=O)Cc2csc(Nc3nc(=S)[nH]c4ccccc34)n2)CC1
    5	-15
> COc1ccc(CC(CC(=O)O)C(=O)Nc2ccc(Cl)c(Cl)c2)cc1 (stereo unspecified)
    9	-10
> O=C1C2C(c3ccccc3)CC=CC2[C@H](c2ccoc2)N1Cc1ccccc1 (stereo partly specified)
    48	-28
> Cc1cc(C)n(CC(=O)NC2C(=O)N3C(C(=O)O)=C(CSc4nnc(C)s4)CSC23)n1 (stereo unspecified)
    8	-3
> CCOC(=O)c1c(C)[nH]c(C(=O)/C(C#N)=C/c2ccc(OC)c(OC)c2)c1C
    6	-23
> Cc1ccc(NC(=O)CCCc2ccccc2)nc1
    14	-26
> CCN1CCN(c2ccc(S(=O)(=O)N3CCOCC3)cc2NC(=O)/C=C/c2cccc(OC)c2OC)CC1
    -2	-27
> CCOc1ccc(Br)cc1S(=O)(=O)Nc1cccc(S(=O)(=O)Nc2ccccc2C(=O)O)c1
    -1	-10
> CN1CCN(C(=O)c2ccc(-c3ccc(Br)cc3)o2)CC1
    9	5
> Cc1ccc2oc(=O)c(/C=C(\O)C(C)(C)C)nc2c1
    -2	-1

High-throughput results deposited in PubChem by The Scripps Research Institute Molecular Screening Center.
